RSV antiviral HEp-2: inhibition of RSV-induced cytopathic effect – HEp-2 cells, primary 10 µM value included (AID 2391); CPE inhibition, % at 10 µM; hits with a dose series show IC50 in µM; 0.13% of 310,000 active; HEp-2 cells, RSV-induced CPE inhibition; higher % means a stronger effect; in the data active = a potency from the dose series; inconclusive = CPE inhibition mostly from about 23% at the one dose, without a potency; inactive = the rest, 99 in 100 with CPE inhibition below about 21%; also: strong numbers were not always called active
Dengue-2 NS5 capping: flavivirus cap methylation enzyme inhibition – biochemical, confirmation dose response, primary screen (AID 588689); Dengue-2 NS5 methyltransferase capping enzyme assay, biochemical; higher % means a stronger effect; inhibition, % at 25 µM, or IC50 in µM where a hit was titrated; 0.3% of 340,000 active; in the data active = a potency from the dose series; inconclusive = inhibition above about 29% without an active follow-up result
XIAP antagonists: XIAP antagonists, biochemical, IAP family, fluorescence polarization (AID 1018) | XIAP BIR domain, fluorescence polarization peptide displacement; higher % means a stronger effect | displacement, % at 20 µM, or IC50 in µM where a hit was titrated | 0.007% of 200,000 active; in the data active = displacement above about 50%; also: a part of the inactive calls stands beside numbers as strong as those of hits
Rac1 GTP hydrolysis: MgcRacGAP GTPase-activating activity inhibitors, confirmation, biochemical, ADP Hunter fluorescence; MgcRacGAP-stimulated Rac1 GTP hydrolysis, ADP Hunter fluorescence; higher % means a stronger effect; GST-tagged Rac1 F28L mutant substrate; inhibition, % at 30 µM; hits with a dose series show IC50 in µM; 0.6% of 340,000 active;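 active = first-screen hits whose inhibition reached a set limit at any dose in the follow-up dose series; inconclusive = inhibition above the set first-screen limit but never retested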;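 also: fluorescence reports GDP produced by GAP-driven GTP hydrolysis; strong numbers were not always called active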
Siah-1 displacement: Siah-1 peptide-binding antagonists, primary screen, biochemical, fluorescence polarization, rhodamine-plectin, uHTS (AID 1817); Siah-1 / rhodamine-plectin peptide fluorescence polarization; higher % means a stronger effect; displacement, % at 20 µM, or IC50 in µM where a hit was titrated; 0.02% of 290,000 active;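 active = displacement of at least 50% at 20 µM, with a fluorescence ratio check between 0.3 and a set limit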;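 also: plate controls were Siah plus tracer with DMSO for no effect and tracer alone without Siah for full effect; strong numbers were not always called active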
HIV fusion peptide: inhibitors of HIV fusion peptide binding, primary screen, biochemical, uHTS, fluorescence dequenching (AID 1986); cell-free peptide binding, fluorescence dequenching, 30 min; higher % means a stronger effect; 0.3% of 290,000 active; inhibition, % at 20 µM; hits with a dose series show IC50 in µM; in the data active = inhibition mostly above about 52%, no sharp cut-off; inactive = mostly below about 76%; also: some results filed as inactive read as strong as hits
AID2073: inhibitors of Mint1-CaV2.2 protein interaction, biochemical, HTRF (AID 2073); HTRF protein-protein interaction, Mint1-CaV2.2; higher % means a stronger effect; one-dose inhibition, % at 20 µM; IC50 in µM for titrated hits; 0.19% of 290,000 active; in the data active = inhibition mostly above about 51%, no sharp cut-off; inconclusive = no clear call, values can overlap the other calls; inactive = mostly below about 53%; also: some results filed as inactive read as strong as hits
Large T inhibition: TAg ATPase/helicase activity blockers – biochemical (AID 1903). SV40 large T antigen ATPase/helicase inhibition assay; higher % means a stronger effect. 0.39% of 310,000 active. one-dose inhibition, % at 20 µM; IC50 in µM for titrated hits; in the data active = a potency from the dose series; inconclusive = inhibition mostly from about 32% at the one dose, without a potency; inactive = the rest, 99 in 100 with inhibition below about 32%; also: strong numbers were not always called active
LYP inhibition: PTPN22 lymphoid phosphatase activity blockers – biochemical, fluorescence intensity, uHTS (AID 1779) | recombinant LYP phosphatase, fluorescence intensity; higher % means a stronger effect | inhibition, % at 11.5 µM; hits with a dose series show IC50 in µM | 0.054% of 290,000 active; in the data active = inhibition above about 50%;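 also: plate controls were vehicle with enzyme for no effect and no enzyme for full effect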
Dengue-2 NS5 capping pilot replicate: second read-out of Dengue-2 NS5 capping, no call of its own (marks repeat the call); inhibition, %; measured here: pilot screen replicate inhibition
* marks the source's active call; other numbers are inactive results; i = inactive; u = inconclusive; x = no result given; & = joins results of further samples. This is a subset. The share of hits here may be higher or lower than overall.

Preview:
SMILES | RSV antiviral HEp-2 | Dengue-2 NS5 capping | XIAP antagonists | Rac1 GTP hydrolysis | Siah-1 displacement | HIV fusion peptide | AID2073 | Large T inhibition | LYP inhibition | others
COc1ccc(N2C(=O)/C(=C/c3ccc(OC)c(OC)c3)C(=O)NC2=S)cc1 | 0.7% | -76% | x | 21% | 4% | 12% | -15% | 13% | 0%
CCCNC(=O)N1[C@H]2CC[C@@H]1C(C(=O)OC)=C(c1cc3ccccc3o1)C2 | 0.6% | -1% | x | 4% | x | x | x | 2% | x
CN1CCN(c2ccc([N+](=O)[O-])c3cccnc23)CC1 | 0.3% | -5% | -6.3% | 10% | -3% | -3.1% | -5% | 6% | -10%

The listing, repeating the preview:
SMILES | RSV antiviral HEp-2 | Dengue-2 NS5 capping | XIAP antagonists | Rac1 GTP hydrolysis | Siah-1 displacement | HIV fusion peptide | AID2073 | Large T inhibition | LYP inhibition | others
COc1ccc(N2C(=O)/C(=C/c3ccc(OC)c(OC)c3)C(=O)NC2=S)cc1 | 0.7% | -76% | x | 21% | 4% | 12% | -15% | 13% | 0%
CCCNC(=O)N1[C@H]2CC[C@@H]1C(C(=O)OC)=C(c1cc3ccccc3o1)C2 | 0.6% | -1% | x | 4% | x | x | x | 2% | x
CN1CCN(c2ccc([N+](=O)[O-])c3cccnc23)CC1 | 0.3% | -5% | -6.3% | 10% | -3% | -3.1% | -5% | 6% | -10%
CCN1CCN(C(=O)COc2ccc3c(c2)C(=O)CC2(CCN(C(C)=O)CC2)O3)CC1 | 1.0% | -9% | -7.0% | 10% | -4% | -0.9% | 15% | 6% | -14%
CC(C)c1ccc(N2C(=O)NC(=O)/C(=C\c3cnc(-c4ccccc4)nc3)C2=O)cc1 | 3.7% | -17% | -11% | 23% | 0% | 23% | 0% | 15% | 0%
CC1=CC(=C2C(=O)NC(=O)NC2=O)C=C(C(F)(F)F)N1Cc1ccccc1 | 5.3% | 2% | -4.4% | 7% | -3% | -0.8% | 7% | 5% | -8%
NC(=O)c1ccc(N=Nc2c(O)[nH]c(=O)[nH]c2=O)cc1 | 1.6% | x | -5.1% | x | 0% | 26% | 12% | 3% | -7%
CCCC(=O)OCC[N+](C)(C)C | -1.0% | -7% | -0.6% | 3% | 0% | -0.8% | -1% | 21%&26% | -4%
CCOC(=O)C1(c2ccccc2)CCN(Cc2cccc(C(=O)O)c2)CC1 | 0.2% | -4% | -5.3% | 2% | -4% | -3.3% | 6% | -3% | -2%
CC1CCCN(C(=O)CCl)C1 (configuration not stated) | 0.1% | -8% | -4.7% | 11% | 0% | 0.4% | -4% | 4% | 2%
O=[N+]([O-])c1ccc(C2[C@H]3C(c4ccccc4)=NC4(CCCCC4)N23)cc1 (some centres not stated) | 1.1% | 14% | -8.2% | -5% | 12% | 3.9% | 2% | 3% | -4%
CC(C)N1CCN(Cc2ccccc2C(F)(F)F)CC1CCO (configuration not stated) | -1.1% | 1% | -0.5% | 5% | 0% | 0.9% | 9% | -7% | -6%
CCOP(=O)(OCC)C(NC(=O)c1ccc(Cl)cc1)=C(Cl)Cl | -2.3% | -4% | -1.9% | 4% | -2% | -2.0% | -4% | 8% | -10%
COC(=O)C1=C(c2cc3ccccc3s2)C[C@@H]2CC[C@H]1N2C(=O)N1CCCC1 | 3.4% | -5% | x | 10% | x | x | x | 20% | x
COC(=O)C1=C(c2ccc(S(C)(=O)=O)cc2)C[C@@H]2CC[C@H]1N2C(=O)N1CCCC1 | 4.2% | -4% | x | 9% | x | x | x | 1% | x
CN1CCN(c2cn[nH]c(=O)c2Cl)CC1 | -0.1% | x | 0.1% | 2% | -3% | -2.2% | 5% | 8% | -5%
C[C@]12CCC(=O)C=C1C=C[C@@H]1[C@@H]2CC[C@@]2(C)[C@H]1CC[C@@]2(O)CCC(=O)O | 3.1% | -7% | x | 5% | x | x | x | 7% | x
C[C@]12CCC3C(CC=C4C[C@@H](O)CC[C@@]43C)C1CCC2[C@]1(C)CCC(=O)O1 (some centres not stated) | 20% | 1% | -10% | 0% | i | 2.2% | 9% | 5% | 1%
O=[N+]([O-])c1cc(F)c(N2CCCCC2)cc1Br | 2.7% | -11% | x | 4% | 2% | -1.1% | -7% | 21% | -1%
Cc1ccc(-c2cc(-c3ccc(C)cc3)[n+](-c3ccccc3)c(-c3ccc(C)cc3)c2)cc1 | -3.9% | -2% | x | 16% | x | x | x | 23% | x
COc1ccc(-[n+]2c(-c3ccccc3)cc(-c3ccc(C)cc3)cc2-c2ccccc2)cc1 | 16% | -9% | x | 9% | -3% | -0.1% | 32% | 11% | -6% | Dengue-2 NS5 capping pilot replicate=-5.5
COC(=O)C1=C(c2cccc(OC)c2OC)C[C@@H]2CC[C@H]1N2C(=O)NCCNC(C)=O | 0.9% | 3% | x | 7% | x | x | x | 4% | x
Cc1ccc(N2C(=O)NC(=O)/C(=C\C=C\c3ccco3)C2=O)cc1C | 28% | 17% | -3.7% | u | 30% | 146% | 32% | 16µM* | 2%
c1ccc(C(OCCN2CCNCC2)c2ccccc2)cc1 | 0.4% | 0% | -1.7% | 7% | 4% | 0.6% | 38% | 20% | -12%
CCCCCc1cc(O)c2c3c(c(=O)oc2c1)CN(C)CC3 | 14% | 2% | -1.6% | -4% | -2% | -3.1% | -3% | 21% | -4%
C=CCn1c(O)c(Cc2ccc(OCC)cc2)c(=O)[nH]c1=O | 0.5% | 0% | x | 6% | 1% | 3.6% | 0% | 17% | -2%
COc1cccc(C(=O)C2CCCN(Cc3cnn(C(C)C)c3)C2)c1 (configuration not stated) | 0.2% | 6% | 0.6% | 7% | -3% | -0.7% | 16% | 9% | -1%
CC(C)CCNC(=O)c1cc(C(=O)c2cc(Br)ccc2O)cn(CCC(C)C)c1=O | 0.1% | -5% | -6.6% | 14% | -2% | 8.4% | 14% | 6% | 1%
COc1ccc(C(=O)C2CCCN(Cc3ccc(C)s3)C2)cc1OC (configuration not stated) | -1.9% | -1% | -1.2% | 10% | 4% | 0.0% | 17% | 10% | -3%
Cc1ccc2c(c1)c(=O)c1c3n2CCN(CC#N)C3CC1 (configuration not stated) | 1.0% | -2% | -4.1% | 9% | 1% | 0.1% | 5% | 25% | -6%
CN(C)C1(CNC(=O)Cc2ccccc2F)CCCCC1 | 1.5% | -7% | x | 6% | 2% | 1.3% | 12% | 15% | -2%
CCN(CCO)c1ccc(N=Cc2c(O)n(C)c(=S)[nH]c2=O)cc1 | 0.9% | x | x | x | -10% | 12% | -4% | 36% | -1%
CN1OC[C@@H]2COc3ccc4ccccc4c3[C@@H]21 | -0.3% | -11% | -3.6% | 3% | 5% | -1.9% | 2% | 2% | -6%
COc1ccc(CN2C(=O)NC(=O)/C(=C/c3cc(OC)c(OC)c(OC)c3)C2=O)cc1 | 2.3% | 11% | x | 19% | 7% | 16% | 15% | 47% | -6%
Cc1nc2ccccc2c(=O)n1-c1ccncc1 | 1.9% | -2% | x | 9% | -3% | -2.3% | 5% | 14% | -3%
CC(=Nc1ccc2c(c1)CCC2)c1c(O)n(C2CCCCC2)c(=O)[nH]c1=O | 2.9% | -15% | -6.8% | 5% | 4% | 120% | -9% | 23% | -4% | Dengue-2 NS5 capping pilot replicate=0.9
C/C(=N/O)c1ccc2ccc3ccccc3c2c1 | -2.5% | 0% | x | 4% | x | x | x | 8% | x
Cc1c(Br)c(=O)oc2cc(OCC(=O)N3C[C@H]4C[C@@H](C3)c3cccc(=O)n3C4)ccc12 | x | -1% | x | 4% | 1% | 0.2% | 24% | 8% | -10%
COCCCN1Cc2ccccc2C1=N | 0.5% | -3% | 0.3% | 5% | -4% | 5.2% | 27% | 4% | -3%
Cc1nccn1Cc1ccc(Cl)nc1 | 0.7% | 4% | -7.2% | 5% | 0% | -0.5% | -14% | -8% | -8%
CCOC(=O)c1ccc(NC(=O)c2c(O)[nH]c(=O)[nH]c2=O)cc1 | -0.5% | 5% | -4.9% | 15% | 4% | 0.6% | 20% | 21% | -6%
O=[N+]([O-])c1ccc(N2CCCCC2)c2ncccc12 | 17% | -1% | -8.3% | 3% | -5% | -5.2% | -12% | 1% | -2%
CC(NC1=NCCS1)c1ccccc1 (configuration not stated) | -0.9% | -4% | -2.2% | 19% | 8% | -1.4% | 3% | 15% | -8%
Cc1ccc(CCN2CC(C(=O)N3CCC4(CC3)OCCO4)CC2=O)cc1 (configuration not stated) | 0.7% | 4% | 1.3% | 10% | -2% | 0.7% | 4% | 15% | -12%
Clc1ccc2c(c1)C(c1ccccc1Cl)=NCc1nnc(Br)n1-2 | -0.4% | 2% | -4.9% | 7% | 6% | -3.3% | 23% | 3% | -7%
O=C1CN(C(=O)COC(=O)Cc2ccccc2)c2ccccc2N1 | 0.1% | -7% | -5.9% | 3% | 3% | 1.2% | -5% | 21% | -8%
CN(C)C(=O)Oc1cccc(NC(=O)N2CCOCC2)c1 | 0.7% | -4% | -3.0% | 10% | -8% | 1.7% | -3% | 17% | -6%
C=CCc1cc(C=C2C(=O)N(C)C(=O)N(C)C2=O)cc(OCC)c1OCc1ccccc1 | 5.3% | 1% | -3.5% | 7% | 4% | 11% | 5% | 10% | 1%
CC1CCC(NC(=O)CNC(=S)N2CC3CC(C2)c2cccc(=O)n2C3)CC1 (configuration not stated) | 5.8% | -3% | x | 5% | -2% | -0.7% | -6% | 5% | 6%
C/C=C1/CC(C)C(C)(O)C(=O)OCC2CCN3CCC(OC1=O)C23 (configuration not stated) | 0.0% | -4% | 0.8% | 3% | 8% | 2.4% | 3% | x | -5%
O=C(OCCN1CCOCC1)C1(c2ccccc2)CCCC1 | -0.1% | -7% | -8.5% | -3% | 0% | 0.7% | 1% | -2% | -7%
CCCCCc1nc2ccccc2c(=O)n1-c1ccccc1[N+](=O)[O-] | 2.2% | x | -5.6% | 4% | 0% | -4.0% | -5% | 17% | -5%
COc1ccccc1N1C(=O)NC(=O)/C(=C/c2ccc3c(c2)Cc2ccccc2-3)C1=O | 3.6% | 59µM* | -2.8% | 26% | 11% | 56% | 30% | 28% | -3%

Three entries out of the list, ordered by length of the SMILES, falling.
SMILES | RSV antiviral HEp-2 | Dengue-2 NS5 capping | XIAP antagonists | Rac1 GTP hydrolysis | Siah-1 displacement | HIV fusion peptide | AID2073 | Large T inhibition | LYP inhibition | others
CCOC(=O)C1(c2ccccc2)CCN(Cc2cccc(C(=O)O)c2)CC1 | 0.2% | -4% | -5.3% | 2% | -4% | -3.3% | 6% | -3% | -2%
Cc1ccc2c(c1)c(=O)c1c3n2CCN(CC#N)C3CC1 (configuration not stated) | 1.0% | -2% | -4.1% | 9% | 1% | 0.1% | 5% | 25% | -6%
COCCCN1Cc2ccccc2C1=N | 0.5% | -3% | 0.3% | 5% | -4% | 5.2% | 27% | 4% | -3%

Screening results deposited in PubChem by several laboratories.
